# Assay outcomes: PubChem, NCI
# yeast rad50 – NCI yeast anticancer drug screen, S. cerevisiae rad50 strain | 79,000 compounds, 10% hits | growth inhibition, % at 50 µM;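 further: 0% = growth of vehicle-only cultures of the same strain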
#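 Genetically altered yeast (DNA repair pathway); compound treatment; growth inhibition vs vehicle ctrl.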
# mec2-1 – NCI yeast anticancer drug screen, S. cerevisiae mec2-1 strain; % growth inhibition at 50 µM; 79,000 compounds, 9% hits; AID 157, 2004;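 further: 0% = growth of vehicle-only cultures of the same strain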
#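 Each compound was tested on mec2-1 yeast, a strain altered in DNA damage repair or cell cycle control. Growth inhibition is reported relative to vehicle.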
# bub3 – NCI yeast anticancer drug screen, S. cerevisiae bub3 mutant strain | 78,000 compounds, 9.9% hits | AID 167, 2004 | % growth inhibition at 50 µM;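 further: 0% = growth of vehicle-only cultures of the same strain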
#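 Steps: expose the mutant yeast strain to compound; grow alongside vehicle-treated cultures; measure growth; express inhibition against the vehicle cultures.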
# mlh1 rad18 – NCI yeast anticancer drug screen, S. cerevisiae mlh1 rad18 strain; 79,000 compounds, 11% hits; growth inhibition, % at 50 µM;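 further: 0% = growth of vehicle-only cultures of the same strain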
#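 Steps: expose repair-defective yeast to compound; measure growth; express inhibition against vehicle-treated controls.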
# sgs1 mgt1 – NCI yeast anticancer drug screen, S. cerevisiae sgs1 mgt1 strain | % growth inhibition at 50 µM | 78,000 compounds, 10% hits;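 further: 0% = growth of vehicle-only cultures of the same strain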
#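 Test agents were incubated with a DNA-repair-mutant yeast strain. Growth was then read and compared against vehicle-treated controls.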
# yeast cln2 rad14 – NCI yeast anticancer drug screen, S. cerevisiae cln2 rad14 strain | 78,000 compounds, 8.3% hits | growth inhibition, % at 50 µM;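 further: 0% = growth of vehicle-only cultures of the same strain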
#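 Test compounds were added to cln2 rad14 yeast cultures; inhibition of growth was then determined by comparison with vehicle treatment.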
# Starred values were filed as active, the others as inactive; . = no result given; & = joins results of further samples. No stated cut-off is given here; in the data, active means growth inhibition above about 70%; inactive means the rest. Compounds were not picked by outcome; overall some 14% were active at least once.
SMILES,yeast rad50,mec2-1,bub3,mlh1 rad18,sgs1 mgt1,yeast cln2 rad14
NC(=O)C1CCN(S(=O)(=O)c2ccccc2)CC1,-1,-9,-2,-18,9,-38
O=c1[nH]c2ccccc2nc1/C=C/NC(=S)NCc1ccccc1,-11,-35,-6,-8,-15,-9
CCCNC(C)=O,12,-26,-9,-1,-25,-27
OCCN(/N=C\c1ccc2ccccc2c1)C1=NCCN1,15,6,-2,5,-22,-28
Oc1ccccc1/C=N/NC(=S)NC12CC3CC(CC(C3)C1)C2,81*,30,43,86*,64,31
O=c1oc2c(Cl)cc(Cl)cc2cc1-c1nc2ccccc2[nH]1,29,38,14,13,16,10
Cc1[nH]c2c(C)cccc2c1C1Cc2ccccc2N1 (centres undefined),98*,99*,99*,98*,99*,98*
COC(=O)C(C(=O)C(=O)Nc1nc(=S)[nH][nH]1)c1csc(-n2nc(-c3ccccc3)cc2-c2ccccc2)n1 (centres undefined),-2,-26,32,-5,-6,-2
CCCn1c(SCCSc2c3ccccc3c(-c3nc(F)nc(F)n3)n2CCC)c2ccccc2c1-c1nc(F)nc(F)n1,34,12,23,44,25,-13
Nc1nc(N)c(N=O)c(Nc2ccccc2)n1,8,7,42,43,-8,0
O=Cc1c(I)cc(I)c(O)c1I,99*,99*,97*,97*,98*,95*
CCc1nc2ccc(C(F)(F)F)cc2[nH]c1=O,8,9,32,-33,23,20
CCOC(=O)c1cc(N)c(C(=O)OCC)cc1N,4,-16,9,10,-1,4
COc1cc(OC)c(-c2nc3cc(Cl)ccc3c(=O)o2)cc1OC,14,18,9,23,18,15
CCOC(=O)C(N=Nc1ccc(Br)c(C)c1)C(C)=O (centres undefined),92*,84*,88*,97*,98*,77*
O=S1(=O)c2ccc(cc2)N=CC=Nc2ccc1cc2,5,-12,14,12,10,-2
CNC(=O)NCc1cccnc1,-1,5,-9,-17,-2,-29
O=C1c2cc([N+](=O)[O-])ccc2-c2c(F)cc(F)cc21,-58,-8,-2,-11,9,-50
CCCCC(N)C(O)c1ccccc1 (centres undefined),11,-10,8,0,3,-34
O=CC1OC(c2ccccc2)OC1C1OC(c2ccccc2)OC1C=O (centres undefined),19,14,18,23,19,-23
CN1CC2(CO)C(c3ccccn3)N(C)C(c3ccccn3)C(CO)(C1)C2O (centres undefined),2,16,-1,11,-11,-6
CC(C)C(C(N)=O)C(C)(C)C (centres undefined),1,4,-8,-10,15,9
N#CCN1c2ccccc2CCC1Cl (centres undefined),-11,-18,11,12,-5,-7
NC(CC(O)C(=O)O)C(=O)O (centres undefined),1,-1,1,-5,-14,-4
CC(C)(C)C(=O)C1C(=O)c2ccccc2C1=O,51,22,6,32,54,-35

# Two entries drawn at random from the list so far, as already listed:
SMILES,yeast rad50,mec2-1,bub3,mlh1 rad18,sgs1 mgt1,yeast cln2 rad14
CCCNC(C)=O,12,-26,-9,-1,-25,-27
O=c1[nH]c2ccccc2nc1/C=C/NC(=S)NCc1ccccc1,-11,-35,-6,-8,-15,-9

# Later entries
SMILES,yeast rad50,mec2-1,bub3,mlh1 rad18,sgs1 mgt1,yeast cln2 rad14
CC(=O)/C=C/C=C/c1ccco1,-1,1,10,12,9,-10
O=C(CNc1ccc(Cl)cc1Cl)NC1C=Cc2ccc(S(=O)(=O)Nc3ccc(Cl)cc3Cl)cc2C1=O (centres undefined),35,20,29,33,44,14
CC(C)(Oc1ccc(Cl)cc1)C(=O)O,-21,-8,-2,9,2,-13
COc1c(-c2ccc3c(c2)OCO3)oc2cc(O)cc(O)c2c1=O,-3,2,3,-5,-1,-28
O=C1OC2=C(c3ccccc3)C(=O)OC2=C1c1ccccc1,-20,-17,-14,20,2,14
O=S(=O)(Cc1cccs1)c1ncc(Br)cn1,9,10,12,8,8,8
CCOC(=O)c1c(C)[nH]c(C2=NCCC2)c1C,-9,5,3,-6,2,-56
CC1(C)C(=O)N(c2ccccc2)C(=O)N1c1nc2ccccc2[nH]1,-2,-13,17,0,20,9
S=C1C=C(c2ccccc2)Sc2ccccc2N1,9,29,68,28,42,27
COC(=O)CC(C(C(=O)OC)C(=O)OC)N1C(=O)OCC1c1ccccc1 (centres undefined),-17,0,-18,-16,-29,-12
O=C(NC1CCN(Cc2ccccc2)CC1)c1ccccc1I,74*,40,74*,81*,83*,81*
O=C(O)c1ccccc1Oc1ccc([N+](=O)[O-])cc1[N+](=O)[O-],4,17,27,20,32,-82
COC(=O)C(Nc1ccc(OC)cc1)c1ccccc1 (centres undefined),-4,-1,4,-14,-9,-22
COC(=O)/C(N=Nc1cccc(C)c1)=C(\C)O,9,6,10,-3,5,20
COc1cc(CCl)cc(OC)c1OC,-14,-12,-8,-12,-8,-22
CCOC(=O)C1=CNc2c(C#N)cnn2C1(C(=O)OCC)c1cn(C)c2ccccc12 (centres undefined),8,-6,-4,4,1,19
NC(=O)N/N=C(\CC1OC(=O)c2ccccc21)c1ccc([N+](=O)[O-])cc1 (centres undefined),5,4,-24,0,-18,4
O=C1C(Cl)C(c2cccc([N+](=O)[O-])c2)N1n1cnc2ccccc2c1=O (centres undefined),-2,0,2,17,0,5
O=C(O)c1nnsc1COCc1ccccc1,4,-1,-23,3,-13,-9
Cc1ccc(S(=O)(=O)N/N=C/C(C)c2cccnc2)cc1 (centres undefined),-9,7,6,7,4,14
CC1(C)Cc2ccccc2C1=O,16,-5,-2,-2,4,-54
CC(CN(C)C)C(=O)/C=C/c1cccc(F)c1 (centres undefined),26,10,16,64,41,21
O=C(/C=C/c1ccccc1)NOC(=O)/C=C/c1ccccc1,97*,99*,99*,98*,99*,98*
Clc1ccc(-c2nnc(-c3nn(-c4ccccc4)c4nc5ccccc5nc34)o2)cc1,-19,-31,-25,-22,-8,12
O=Nc1ccc(Nc2ccccc2)cc1,89*,91*,90*,89*,93*,86*
# Following part
SMILES,yeast rad50,mec2-1,bub3,mlh1 rad18,sgs1 mgt1,yeast cln2 rad14
O=C(CSc1nc2ccccc2s1)c1sc2sc3ccccc3[n+]2c1[O-],10,-5,-9,0,-12,20
CC(=O)Nc1cc([N+](=O)[O-])ccc1CC(O)c1ccccc1 (centres undefined),-2,-17,-1,-16,-4,-16
CC1=CC(=O)[C@@H](O)[C@@]2(C)C1C[C@H]1OC(=O)[C@H](C/C=C(/C)C(C)C)[C@H]3C(C)C(O)C4(O)OC[C@@]31C42 (some centres undefined),77*,78*,80*,76*,72*,82*
Cc1ccc(S(=O)(=O)NN=C2C(C)(C)CC2(C)C)cc1,21&-22,-12&1,-3&6,4&-25,7&9,-24&14
Cc1nc2c(c(-c3ccc(Cl)cc3)n1)Cc1c(ccc3ccccc13)O2,-15,-6,-29,-19,-9,0
c1ccc2c(c1)c1ccccc1n2Cn1c2ccccc2c2ccccc21,-1,-1,11,5,-48,-28
CCCCCCC1NN(C(C)=O)C(CCCCCC)NN1C(C)=O (centres undefined),10,-4,7,-4,8,49
CN1C=COC1N=C1CCCCC1 (centres undefined),-24,-7,-13,-32,-5,17
NCCCN=c1ccc2c3c1c(O)c1c(O)ccc(=O)c1c3[nH]n2CCNCCO,89*,35,29,36,33,18
C/C(=N\N)c1nc2ccccc2[nH]1,-20,-28,-8,12,-14,-32
COc1cc2c(c(OC)c1OC)-c1ccc(SC)c(=O)cc1[C@@H](NC(=O)C(F)(F)F)CC2,11,-54,-13,-5,-18,-14
O=C(CCC(O)c1ccccc1)c1ccccc1 (centres undefined),-14,-12,0,2,-9,-11
Cc1ccc(S(=O)(=O)N2CCSCCN(S(=O)(=O)c3ccc(C)cc3)CCN(S(=O)(=O)c3ccc(C)cc3)CC2)cc1,6,-3,-19,-18,0,-20
O=S(=O)(O)c1cc(Cl)cc(N=Nc2ccc(O)cc2O)c1O,20,7,9,31,41,6
Nc1nc(=S)[nH]c2n[nH]nc12,12,19,13,31,22,26
c1ccc(N=Nc2n[nH]c3ccccc23)cc1,99*,99*,97*,97*,93*,98*
CCOC(=O)C(=CNc1cccc(N)n1)C(=O)OCC,-3,-18,20,6,28,-9
CCOc1ccc(N=Cc2ccc(OC(=O)c3ccccc3)c(OC)c2)cc1,-10,-26,2,-8,7,4
COc1ccc(C(N)C(=O)O)cc1 (centres undefined),-17,-9,-12,-11,-7,-22
NC(=O)N/N=C/c1cccc2ccccc12,24,9,4,-1,-9,6
CCOC(=O)c1cc(/C=C/C(C)=C/C(=O)OC)n(C)c1C,74*,56,80*,59,80*,35
Nc1c(I)cc(I)cc1C(=O)O,29,16,39,25,2,-45
CC(C)(C)OC(=O)Cc1ccc2c(ccn2Cc2ccccc2)c1,-26,-30,5,-20,-11,-22
Cc1cccc(CC2(O)C(=O)Nc3ccccc32)n1 (centres undefined),-27,-19,.,-5,.,.
Clc1cc(Cl)cc(N=Cc2cccs2)c1,16,21,9,17,16,19

# 3 of the compounds above, as tab-separated lines:
SMILES	yeast rad50	mec2-1	bub3	mlh1 rad18	sgs1 mgt1	yeast cln2 rad14
CCOC(=O)c1cc(/C=C/C(C)=C/C(=O)OC)n(C)c1C	74*	56	80*	59	80*	35
Nc1nc(=S)[nH]c2n[nH]nc12	12	19	13	31	22	26
CCCCCCC1NN(C(C)=O)C(CCCCCC)NN1C(C)=O (centres undefined)	10	-4	7	-4	8	49

# Later entries:
SMILES,yeast rad50,mec2-1,bub3,mlh1 rad18,sgs1 mgt1,yeast cln2 rad14
Clc1ccc(C2=NON(c3ncccn3)C3N=CC=CN23)cc1 (centres undefined),10,-21,0,19,1,-7
C=C1CCN(c2ccc(C)cc2)C1=O,-2,2,-30,0,4,-26
CCN(CC)CC(c1ccccc1)C(C)(O)c1ccccc1 (centres undefined),-2,-10,27,-22,-8,11
CCOC(=O)Cn1c(=O)c2nc(SC)sc2n(-c2ccc(C)cc2)c1=S,-5,-6,-10,-19,27,34
COc1cc2c(cc1OC)C(Cc1ccccc1CCCl)=NCC2,15,9,-25,2,-32,-2
CN1CCN(c2c3c(nc4ccccc24)CCCC3)CC1,-6,2,-10,-22,-2,-40
O=C1Nc2ccccc2Nc2nc3cccccc-3c21,10,-15,-7,-14,-2,17
CCOC(=O)C1=C(NC(C)=O)Sc2ccccc2C1,28,7,2,25,2,-19
O=C(NC(Cc1c[nH]c2ccccc12)C(=O)O)C(=O)c1c[nH]c2ccccc12 (centres undefined),-10,-15,15,4,28,1
CCCC(=O)OC1C(C(O)CO)OC2OC(C)(C)OC21 (centres undefined),6,11,16,-3,2,18
O=CNc1cccc(F)c1,2,-9,11,11,12,8
COC(=O)[CH2][Ge]([c]1ccccc1)[c]1ccccc1.COC(=O)[CH2][Ge]([c]1ccccc1)[c]1ccccc1,16,9,-12,-8,37,-5
Cc1ccc([N+]2=NC(c3ccc([N+](=O)[O-])cc3)=NN(c3ccccc3)C2)cc1,0,-7,50,30,31,3
CCOC(=O)OC1CCCCC1c1ccccc1 (centres undefined),14,-13,-20,-16,-7,-15
CC(C)OP(=O)(OC(C)C)c1ccc2c(c1)OCCOCCOCCOCCO2,-3,-11,0,21,9,4
CCOC(=O)C(=CNC(=S)c1cccnc1)C(=O)OCC,-24,-38,-10,-2,-21,-8
CSc1nc2c(nnn2C2OCC(O)C(O)C2O)c(=O)[nH]1 (centres undefined),-11,0,-6,6,-12,-4
O=CN/N=C/c1ccccc1Cl,12,8,-11,-4,3,-2
Cc1ccc2nc3c(C)cc(=O)cc-3sc2c1,41,35,74*,44,36,45
O=C(O)Cc1ccc(C(=O)O)cc1,21,-1,13,33,6,-13
Clc1ccc(-c2cc(-c3ccccc3)on2)cc1,-9,1,-4,-2,-3,-14
N[C@@H]1CCCC[C@H]1O,0,-6,-6,-16,-9,-25
N#CC1=CN=C2C=CC=C3N=C(C(Cl)(Cl)Cl)N=C1N32,50,39,20,77*,87*,15
C/C=C/Cn1cnc2c1c(=O)n(C)c(=O)n2C,-15,-9,-4,-2,-11,-25
COc1cc(-c2c3c(cc4c2OCO4)CC(O)C(C(=O)O)C3)cc(OC)c1OC (centres undefined),41,-3,2,6,0,15
Cc1cc(=O)[nH]c(=S)[nH]1,26,-10,4,14,-35,-76

# Rewritten with two lines to a compound: entries from further up
# Under each structure – yeast rad50, mec2-1, bub3, mlh1 rad18, sgs1 mgt1, yeast cln2 rad14
- CC(C)OP(=O)(OC(C)C)c1ccc2c(c1)OCCOCCOCCOCCO2
  -3, -11, 0, 21, 9, 4
- Cc1cc(=O)[nH]c(=S)[nH]1
  26, -10, 4, 14, -35, -76
- CCOC(=O)C(=CNC(=S)c1cccnc1)C(=O)OCC
  -24, -38, -10, -2, -21, -8
- N#CC1=CN=C2C=CC=C3N=C(C(Cl)(Cl)Cl)N=C1N32
  50, 39, 20, 77*, 87*, 15
- O=C(NC(Cc1c[nH]c2ccccc12)C(=O)O)C(=O)c1c[nH]c2ccccc12 (centres undefined)
  -10, -15, 15, 4, 28, 1
- O=C1Nc2ccccc2Nc2nc3cccccc-3c21
  10, -15, -7, -14, -2, 17
